STEP block: blocks human striatal-enriched tyrosine phosphatase; recombinant STEP, OMFP fluorogenic substrate, fluorescence; inhibition, % at 20 µM; 360,000 tested, 0.25% active; AID 588621;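 active = inhibition at 20 µM, scaled per plate between control wells, above about 37%, limit read from the data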;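 note: 0% = DMSO with enzyme and substrate and 100% = substrate only without enzyme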
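Test system: STEP tyrosine phosphatase / Reagent: OMFP at 25 µM / Doses: 20 µM, 1% DMSO / Read-out: percent inhibition scaled to no-enzyme and uninhibited-enzyme controls, plate-pattern corrected / Detection: FITC-channel fluorescence of OMFP product / Medium: Bis-Tris buffer pH 6.0, 2.5 mM DTT, 0.005% Tween 20 / Schedule: 20 min at room temperature, dark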
MLLE-PAM2 inh: blocks PAM2 peptide binding to the PABP1 MLLE domain. P11940. GST-MLLE / FITC-PAM2 fluorescence polarization. inhibition, % at 20 µM. 360,000 tested, 0.36% active. AID 588489; in the data active = inhibition above about 35%, passing the limit was not always enough;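 note: plate controls were DMSO wells with GST-MLLE for no effect and wells lacking GST-MLLE protein for full effect; some results filed as inactive read as strong as hits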
Target sequence (P11940 whole entry, looked up, the tested form may be a part): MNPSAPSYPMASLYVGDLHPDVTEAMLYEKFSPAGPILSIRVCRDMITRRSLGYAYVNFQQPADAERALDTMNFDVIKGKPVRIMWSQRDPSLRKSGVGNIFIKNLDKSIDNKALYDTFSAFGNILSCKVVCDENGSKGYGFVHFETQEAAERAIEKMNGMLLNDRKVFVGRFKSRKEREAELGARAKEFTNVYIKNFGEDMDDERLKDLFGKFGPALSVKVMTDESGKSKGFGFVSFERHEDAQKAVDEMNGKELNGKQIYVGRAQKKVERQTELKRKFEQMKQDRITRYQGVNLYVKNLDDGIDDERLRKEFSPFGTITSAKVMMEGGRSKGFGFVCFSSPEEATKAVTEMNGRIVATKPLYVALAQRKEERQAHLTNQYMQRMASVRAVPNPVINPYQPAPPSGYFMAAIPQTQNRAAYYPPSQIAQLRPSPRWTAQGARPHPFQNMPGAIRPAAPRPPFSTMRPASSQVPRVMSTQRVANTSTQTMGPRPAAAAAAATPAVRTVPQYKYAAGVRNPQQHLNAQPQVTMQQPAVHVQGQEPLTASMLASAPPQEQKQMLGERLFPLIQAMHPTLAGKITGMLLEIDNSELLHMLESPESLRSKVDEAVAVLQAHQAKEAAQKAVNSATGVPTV
NadD inh: inhibitors of Staphylococcus aureus NadD | purified NadD enzyme, colorimetric absorbance read-out | inhibition, % at 20 µM | 360,000 tested, 0.78% active | AID 602399; in the data active = inhibition above about 26%; note: some compounds past the cut are filed as inactive
Scp-1 inhibitor: inhibitors of human Scp-1 phosphatase | inhibition, % at 20 µM | Q9GZU7 | Recombinant Scp1, phosphopeptide, malachite green phosphate absorbance | 340,000 tested, 0.88% active;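 active = inhibition above about 50% at 20 µM, limit read from the data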;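 note: plate controls were DMSO wells with enzyme for no effect and wells lacking enzyme for full effect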
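Test system: SCP-1 catalytic domain; Buffer or medium: Acidic Tris acetate buffer with magnesium and detergent; Also added: Phosphorylated 17-residue peptide substrate; Compound: single 20 µM dose, 1% DMSO; Schedule: enzyme reaction 45 min at room temperature, colour 5 min, stabilisation 30 min; Signal: Phosphate-binding colour reagent, absorbance read at 630 nm.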
CSN inh: blocks human CSN-mediated cullin deneddylation. Q92905. Purified CSN, SCF-Nedd8-OG deneddylation, fluorescence polarization. inhibition, % at 12.5 µM. 360,000 tested, 0.38% active. AID 651999;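 active = pattern-corrected inhibition above about 35%, with an unprinted fluorescence ratio check between 0.5 and 1.5, limit read from the data, passing the limit was not always enough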;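 note: 0% = enzyme with substrate and 100% = substrate without enzyme; some results filed as inactive read as strong as hits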
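Detection – fluorescence polarization · System – HEK293T-derived human Csn5 enzyme · Controls – substrate-only high control, full reaction low control · Timing – 90 min, room temperature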
LMPTP block: blocks human LMPTP phosphatase; AID 651560; recombinant LMPTP-A, OMFP fluorogenic substrate, fluorescence intensity; inhibition, % at 20 µM; 360,000 tested, 0.22% active;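 active = compounds that cut the enzyme signal by at least half of the control window in the single-dose screen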;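 note: plate controls were DMSO wells with enzyme plus substrate for no effect and substrate without enzyme for full effect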
Target sequence (P24666 whole entry, looked up): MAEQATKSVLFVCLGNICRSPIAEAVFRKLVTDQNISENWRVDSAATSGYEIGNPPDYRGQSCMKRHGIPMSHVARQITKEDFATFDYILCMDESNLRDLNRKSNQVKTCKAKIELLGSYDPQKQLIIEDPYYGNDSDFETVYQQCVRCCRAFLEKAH
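Buffer or medium: Bis-Tris pH 6.0, DTT, detergent; Assay system: LMPTP-A enzyme; Quantity: 0.625 nM enzyme; Detection: endpoint fluorescence intensity; Times: 50 min dark incubation at room temperature; Controls: substrate-only low control, DMSO enzyme-plus-substrate high control; Doses: single 20 µM dose; Read-out: percent inhibition versus substrate-only and uninhibited controls; Reagent: 400 µM OMFP.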
SUMO1 PPI mod: SUMO1-SIM interaction modulation. SUMO1 binding to a labelled peptide, TR-FRET, 1 h. 360,000 tested, 0.33% active. inhibition, % at 20 µM; in the data active = inhibition above about 37%
Target sequence (P63165 whole entry, looked up): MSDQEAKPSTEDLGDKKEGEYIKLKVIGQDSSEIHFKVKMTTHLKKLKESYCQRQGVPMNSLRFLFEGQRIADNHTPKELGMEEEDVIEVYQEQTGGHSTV
Rpn11 block: blocks the human proteasome subunit Rpn11. O00487. human 26S proteasome, Ub4-pepOG fluorescence polarization; 20S core pre-blocked with epoxomicin. calls only at 20 µM. 360,000 tested, 0.59% active. AID 588493;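 active = inhibition at 20 µM, scaled to each plate's controls, above about 33%, limit read from the data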
Tb MetRS inh: blocks T. brucei methionyl-tRNA synthetase activity; 360,000 tested, 0.4% active; inhibition, % at 11.9 µM; purified T. brucei MetRS, ATP depletion, Kinase-Glo luminescence;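 active = inhibition above a per-plate cutoff of the control wells' mean inhibition plus 3 SD, cut at about 5.5% in these data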;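 note: 0% = DMSO wells median and 100% = median of wells with control inhibitor compound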
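Test system: purified T. brucei MetRS enzyme. Also added: ATP, methionine and E. coli bulk tRNA substrates. Compound: 11.9 µM single point. Schedule: 15 min enzyme-compound preincubation, 2 h reaction, 10 min detection, 25 °C. Signal: luciferase luminescence of residual ATP, Kinase-Glo. Evaluation: percent inhibition versus plate control medians. Controls: DMSO wells, low control.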
DNMT1 inh: inhibitors of human DNMT1. DNMT1 molecular beacon, Hinp1I cleavage, fluorescence. 360,000 tested, 0.83% active. P26358. inhibition (reported as % activation of signal), % at 10 µM; in the data active = inhibition above about 50%
* marks the source's active call; other numbers are inactive results; i = inactive; nt = no result given.

#	SMILES	STEP block	MLLE-PAM2 inh	NadD inh	Scp-1 inhibitor	CSN inh
1	O=S(=O)(CCSc1ccc(C(F)(F)F)cn1)c1ccc(Cl)cc1	-0.1	-10.8	-5.7	-10.8	-4.5
2	N#CCn1c2ccccc2c2nc3ccccc3nc21	-1.1	8.6	-4.0	-5.2	-3.0
3	Nn1c(SCC(=O)Nc2ccc(Oc3ccccc3)cc2)nnc1C1CC1	3.3	-10.1	7.0	-4.4	0.3
4	NC(=O)c1cccc2c(=O)oc3ccccc3c12	-3.6	2.5	0.6	-3.6	-0.6
5	Cc1ccc(-c2nnn(CCC(=O)NC(C)(C)C)n2)cc1	-1.4	8.0	-4.1	-3.1	1.1
6	CCOC(=O)c1ccc(N/N=C/c2cc(Br)cc([N+](=O)[O-])c2O)cc1	2.6	-1.7	19.9	-5.3	-7.0
7	Cc1cc2oc(=O)cc(CN(C)Cc3cccc(F)c3)c2cc1Cl	3.9	27.5	-0.4	-13.1	5.8
8	O=C(OCc1ccccc1)/C(=C/c1cccc([N+](=O)[O-])c1)NC(=O)c1ccco1	-0.3	-6.2	-22.5	-6.1	1.8
9	CCC(C)N(C(=O)Cn1c(=O)cnc2ccccc21)C1CCS(=O)(=O)C1 (stereo not given)	0.7	-0.9	-0.1	-4.2	-7.7
10	CC(NCCCOc1cccc2ccccc12)c1ccccc1 (stereo not given)	-1.0	9.9	-8.3	-2.0	-4.5
11	O=C(CCCN1C(=O)NC2(CCCC2)C1=O)Nc1cccc(S(=O)(=O)N2CCOCC2)c1	-0.6	-46.2	0.6	7.9	4.2
12	Cc1ccc(-c2cc(-c3ccccc3)nc(N)c2C#N)o1	-4.2	-32.6	-5.0	-15.9	7.3

#	LMPTP block	SUMO1 PPI mod	Rpn11 block	Tb MetRS inh	DNMT1 inh
1	3.9	-1.0	i	0.4	-2.0
2	0.0	-8.2	i	-0.7	7.0
3	1.1	0.4	i	0.3	-9.4
4	0.1	-1.4	i	-0.2	-0.8
5	0.9	-1.8	i	-1.0	-3.9
6	2.4	-2.9	i	-0.2	70.0*
7	3.6	5.3	i	-0.1	-1.5
8	0.3	-26.1	i	-0.8	-0.8
9	-1.0	-3.0	i	0.3	2.1
10	-2.5	-5.8	i	-0.4	-0.1
11	-0.2	2.2	i	-0.4	0.5
12	5.4	-16.1	i	-0.3	-7.4

Next section:
#	SMILES	STEP block	MLLE-PAM2 inh	NadD inh	Scp-1 inhibitor	CSN inh
13	CC(C)(C)C1CCc2c(sc(NC(=O)C3CC=CCC3C(=O)O)c2C#N)C1 (stereo not given)	2.2	-7.7	10.2	2.6	-3.0
14	CCOc1ncccc1C(=O)OCc1ccc(C(=O)OC)o1	-1.9	-0.1	3.7	2.6	2.5
15	CCCCn1c(-c2cccc3ccccc23)nc2cc3[nH]c(=O)c(C(C)C)nc3cc21	1.9	-13.9	13.7	-3.0	-0.7
16	CC(C)CN(C(=O)c1ccc(C(F)(F)F)cc1)c1c(N)n(CC(C)C)c(=O)[nH]c1=O	-2.0	1.3	-3.0	0.9	-0.3
17	CC(C)NC(=O)CC1C(=O)NCCN1CC(c1ccccc1)c1ccccc1 (stereo not given)	-4.7	2.3	1.0	-2.2	-5.3
18	CC(C)C(C)NC(=O)CN1C(=O)NC2(CCCc3ccccc32)C1=O (stereo not given)	1.3	-0.7	-2.4	-12.8	-1.7
19	CC1(C)CC(N2CCCC2)=CC(=[N+]2CCCC2)C1	-1.6	-155.0	11.4	100.0*	-3.0
20	CCC1(CC)NC(=O)N(CC(=O)Nc2ccc(S(=O)(=O)N3CCOCC3)cc2)C1=O	-3.6	-7.0	-3.4	-10.5	8.3
21	CCC(OC(=O)c1ccco1)C(=O)NC1CCCC1 (stereo not given)	-1.3	-6.1	-2.8	1.4	1.1
22	CCN1CCN(c2nc(S(=O)(=O)c3ccc(C)cc3)c(Cl)s2)CC1	3.1	-2.9	-4.5	-4.4	8.3
23	CSc1nc2ccccc2n1CC(=O)Nc1c(C)n(C)n(-c2ccccc2)c1=O	-2.3	10.7	2.6	-1.1	3.1
24	COc1cc(/C=N/NC(=O)C[n+]2ccccc2)cc(OC)c1OC(C)=O	1.1	-11.9	-6.7	-10.8	2.8

#	LMPTP block	SUMO1 PPI mod	Rpn11 block	Tb MetRS inh	DNMT1 inh
13	0.2	6.0	i	0.1	10.1
14	-2.7	-1.8	i	0.4	-0.5
15	2.0	4.0	i	-0.1	-13.2
16	-0.1	1.5	i	0.6	1.7
17	-0.5	-5.1	i	0.4	5.9
18	1.8	1.3	i	-0.1	6.1
19	-0.8	1.8	i	-0.3	-1.4
20	-0.8	-0.4	i	0.0	1.5
21	-0.5	3.4	i	0.0	3.0
22	-0.6	2.1	i	-0.8	1.1
23	0.1	3.5	i	-0.8	0.7
24	-0.5	-1.8	i	-0.8	-1.9

(listing goes on)
#	SMILES	STEP block	MLLE-PAM2 inh	NadD inh	Scp-1 inhibitor	CSN inh
25	CCOC(=O)/C(C#N)=C/c1c(OCC)n(CC)c2ccccc12	-5.2	-24.6	-7.0	-15.0	-2.4
26	COc1ccc2nc(Nc3nc(CSc4nc5ccccc5[nH]4)cc(=O)[nH]3)nc(C)c2c1	0.1	-10.4	5.1	-4.4	-1.9
27	CNC(=O)NC(=O)C(C)OC(=O)CCCSc1nc2ccccc2s1 (stereo not given)	0.1	-3.6	0.8	-5.3	-9.1
28	Nc1ccn([C@@H]2O[C@H](C(=O)N(CCC3=CCCCC3)CC3CC3)[C@@H](O)[C@H]2O)c(=O)n1	-2.0	11.1	-5.7	nt	-6.3
29	Cc1ccc(NC(=S)N(Cc2ccc(Cl)cc2)Cc2ccc(C(=O)O)cc2)cc1Cl	5.5	-41.9	10.4	-9.4	0.6
30	CCOC(=O)C1CCN(C(=O)CCc2nnc3ccc(NCCCN4CCCC4=O)nn23)CC1	1.6	3.2	0.2	-11.0	2.4
31	CCOC(=O)/C(C#N)=C/c1cn(CCC(=O)O)nc1-c1ccc(F)cc1	1.1	0.1	-4.1	-6.1	3.7
32	Cc1onc(-c2ccccc2)c1C(=O)Nc1nc(-c2ccc(F)c(F)c2)cs1	-0.1	2.6	8.3	24.7	-9.3
33	O=C(CN1CCN(S(=O)(=O)c2ccccc2)CC1)NCc1ccccc1	1.4	8.1	-2.4	-3.6	-2.5
34	N#CCSc1nnc(-c2ccc3c(c2)OCO3)o1	-2.5	-12.7	-1.8	-2.5	-2.4
35	COc1ccc(/C=N/NC(=O)c2ccn[nH]2)cc1COc1ccc(Cl)cc1	3.3	-8.3	28.5	-13.1	-0.3
36	CCOc1ccc(Nc2nc(N)nc(CN(C)C3CCCCC3)n2)cc1	-1.1	-0.6	-4.6	-7.4	1.2

#	LMPTP block	SUMO1 PPI mod	Rpn11 block	Tb MetRS inh	DNMT1 inh
25	2.1	-17.9	i	0.0	-7.8
26	9.1	-2.3	i	-0.1	-10.3
27	-0.5	2.7	i	-0.1	-0.8
28	-0.9	3.4	i	0.0	-5.9
29	2.0	2.4	i	0.1	1.2
30	-1.5	4.7	i	0.1	0.9
31	-2.6	-10.3	i	0.0	0.3
32	3.4	-0.3	i	0.2	4.6
33	-0.8	3.1	i	-0.2	0.8
34	0.2	1.7	i	-0.3	2.6
35	5.1	-5.2	i	0.4	-17.1
36	-0.4	2.7	i	-0.2	-2.0

The listing continues.
#	SMILES	STEP block	MLLE-PAM2 inh	NadD inh	Scp-1 inhibitor	CSN inh
37	CC1(C)C(=O)Nc2ccccc2N1C(=O)COC(=O)c1cccs1	3.7	3.5	-1.6	37.3	5.4
38	CC1(C(=O)NS(=O)(=O)Cc2cccc(Cl)c2)CCN1C(=O)Cc1ccc(Cl)cc1Cl (stereo not given)	-1.6	16.3	0.8	nt	-5.4
39	Nc1c([N+](=O)[O-])cc(-c2cnc[nH]2)cc1[N+](=O)[O-]	1.1	5.8	4.2	19.4	-4.6
40	O=C(NCCCN1CCN(c2cccc(Cl)c2)CC1)C1CCC(=O)N1Cc1ccccc1Cl (stereo not given)	-4.9	11.3	-6.9	-4.2	-0.1
41	COc1ccc(C(=O)NCc2nnc(SC)n2Cc2ccccc2)cc1	-2.0	0.1	1.6	2.0	-1.7
42	COC(=O)[C@@]12C[C@@H](CC(=O)N3CCN(C(=O)C4CC4)CC3)C(=O)N(Cc3ccccc3)C1=CCC(C)(C)C2	nt	nt	nt	nt	-4.4
43	COc1ccc(/C=C/C(=O)Nc2ccccc2)cc1S(=O)(=O)N1CCOCC1	1.2	-2.0	-5.9	-12.6	-0.8

#	LMPTP block	SUMO1 PPI mod	Rpn11 block	Tb MetRS inh	DNMT1 inh
37	1.7	6.0	i	-0.2	27.1
38	-1.0	0.6	i	-0.2	0.2
39	3.3	-13.0	i	-1.2	6.8
40	-2.1	-1.9	i	-1.2	-3.9
41	-0.4	0.2	i	-1.3	1.6
42	-0.9	4.5	nt	-0.6	nt
43	1.1	-15.2	i	-0.3	0.8

Five of the compounds above, bar-delimited.
no. | molecule | STEP block | MLLE-PAM2 inh | NadD inh | Scp-1 inhibitor | CSN inh | LMPTP block | SUMO1 PPI mod | Rpn11 block | Tb MetRS inh | DNMT1 inh
43 | COc1ccc(/C=C/C(=O)Nc2ccccc2)cc1S(=O)(=O)N1CCOCC1 | 1.2 | -2.0 | -5.9 | -12.6 | -0.8 | 1.1 | -15.2 | i | -0.3 | 0.8
37 | CC1(C)C(=O)Nc2ccccc2N1C(=O)COC(=O)c1cccs1 | 3.7 | 3.5 | -1.6 | 37.3 | 5.4 | 1.7 | 6.0 | i | -0.2 | 27.1
38 | CC1(C(=O)NS(=O)(=O)Cc2cccc(Cl)c2)CCN1C(=O)Cc1ccc(Cl)cc1Cl (stereo not given) | -1.6 | 16.3 | 0.8 | nt | -5.4 | -1.0 | 0.6 | i | -0.2 | 0.2
42 | COC(=O)[C@@]12C[C@@H](CC(=O)N3CCN(C(=O)C4CC4)CC3)C(=O)N(Cc3ccccc3)C1=CCC(C)(C)C2 | nt | nt | nt | nt | -4.4 | -0.9 | 4.5 | nt | -0.6 | nt
41 | COc1ccc(C(=O)NCc2nnc(SC)n2Cc2ccccc2)cc1 | -2.0 | 0.1 | 1.6 | 2.0 | -1.7 | -0.4 | 0.2 | i | -1.3 | 1.6
